Bioassay records (PubChem)
PNC assembly inh = High Content Assay for Compounds that inhibit the Assembly of the Perinucleolar Compartment | PC3M PTB-GFP, PNC prevalence imaging, 16 h; stronger effect = lower value | activity change (PNC), negative = inhibition, % at 10 µM | 140,000 tested, 3.1% active;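 active means readout at or below -70, meaning at least 70% loss of cells showing the perinucleolar compartment, a nuclear body marking cancer cells; inconclusive means readout between -30 and a set limit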;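 further: plate controls were DMSO wells for no effect and camptothecin positive control wells for full effect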
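Compounds are pinned in duplicate onto adhered PC3M cells stably expressing GFP-tagged PTB and incubated 16 h at 37 C. Cells are then fixed, nuclei stained with Hoechst, and PNC-positive cells counted.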
IMPase inh = qHTS Assay for Identifying the Cell-Membrane Permeable IMPase Inhibitors. Inositol monophosphatase 1 (Rattus norvegicus), P97697. CHO-M1 cells, IP1 accumulation, HTRF TR-FRET ratio. inhibition (IP1 accumulation), % at 46.1 µM. 120,000 tested, under 10 active. AID 901, 2007; active means well fitted curve in the direction sought with a large enough effect in the signal ratio, not every such curve was filed as active; inconclusive means small, poorly fitted or top-dose-only effect, or a change in a side signal; inactive means no such curve, though single readings can be large or run the other way; the % refers to the signal ratio;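 further: cells stimulated with carbachol in lithium chloride buffer; plate controls were DMSO basal wells for no effect and reference inhibitor wells for full effect; higher means more IMPase inhibition seen as more IP1 and lower FRET ratio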
Target sequence (P97697 whole entry, looked up): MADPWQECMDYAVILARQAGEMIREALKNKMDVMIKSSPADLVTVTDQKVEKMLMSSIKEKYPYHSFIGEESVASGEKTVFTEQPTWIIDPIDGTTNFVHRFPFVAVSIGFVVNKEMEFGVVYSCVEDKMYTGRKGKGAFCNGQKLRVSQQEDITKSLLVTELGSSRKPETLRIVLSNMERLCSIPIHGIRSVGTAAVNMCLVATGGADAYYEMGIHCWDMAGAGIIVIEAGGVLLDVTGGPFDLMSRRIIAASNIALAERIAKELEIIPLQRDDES
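Seeded CHO-M1 cells were dosed with compound at up to 46 uM, stimulated with carbachol for 30 min, then lysed in IP-One detection reagents. Higher IP1 lowers the TR-FRET signal.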
12-hLO inh = qHTS Assay for Inhibitors of 12-hLO (12-human lipoxygenase); Polyunsaturated fatty acid lipoxygenase ALOX12 (Homo sapiens), P18054; purified 12-hLO, xylenol orange hydroperoxide absorbance; Potency, µM (series often up to 57.1 µM), without a hit: at the highest dose activity change, negative = inhibition, usual class: inhibitors; 150,000 tested, 0.12% active; AID 1452, 2008; further: potency means the concentration at half of the fitted maximal effect; nearly all actives have a fitted effect of over 55% in size; many of its hits are not listed in these tables
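Xylenol orange chromogenic assay: hydroperoxide from 12hLO oxidises Fe(II), giving red-shifted Fe(III)-XO absorbance. Conditions: 150 nM enzyme, 40 uM arachidonic acid, 25 mM Hepes pH 7.0, 0.01% Triton X-100, 30 min, room temperature.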
ALOX15B inhib = qHTS Assay for Inhibitors of 15-hLO-2 (15-human lipoxygenase 2); Polyunsaturated fatty acid lipoxygenase ALOX15B (Homo sapiens), O15296; purified 15hLO-2, xylenol orange hydroperoxide absorbance; Potency, µM (series often up to 57.1 µM), for the others: at the top dose activity change, negative = inhibition, usual class: inhibitors; 110,000 tested, 0.56% active; AID 881, 2007; further: potency means the concentration at half of the fitted maximal effect; nearly all actives have a fitted effect of over 60% in size; many of its hits are not listed in these tables
Target sequence (O15296 whole entry, looked up): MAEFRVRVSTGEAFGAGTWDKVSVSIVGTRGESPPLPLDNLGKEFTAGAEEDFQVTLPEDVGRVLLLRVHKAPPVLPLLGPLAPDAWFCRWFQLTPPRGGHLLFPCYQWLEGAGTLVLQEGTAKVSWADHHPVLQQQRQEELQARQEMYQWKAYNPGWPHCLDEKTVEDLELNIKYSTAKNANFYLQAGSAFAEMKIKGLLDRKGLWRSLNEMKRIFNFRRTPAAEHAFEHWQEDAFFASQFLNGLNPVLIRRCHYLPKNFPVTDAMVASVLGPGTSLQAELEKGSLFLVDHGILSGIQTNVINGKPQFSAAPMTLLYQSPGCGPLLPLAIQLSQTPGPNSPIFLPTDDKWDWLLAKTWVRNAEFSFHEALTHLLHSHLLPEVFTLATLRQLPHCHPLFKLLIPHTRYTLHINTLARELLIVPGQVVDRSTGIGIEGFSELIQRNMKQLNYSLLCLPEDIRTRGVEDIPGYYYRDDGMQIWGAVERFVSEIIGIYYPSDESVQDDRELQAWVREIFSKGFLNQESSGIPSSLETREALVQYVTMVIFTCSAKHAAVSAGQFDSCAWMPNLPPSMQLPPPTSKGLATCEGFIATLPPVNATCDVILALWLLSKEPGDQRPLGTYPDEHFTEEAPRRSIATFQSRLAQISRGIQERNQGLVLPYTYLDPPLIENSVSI
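Enzyme 50 nM, AA 45 uM, 25 mM Hepes pH 7.5 + 0.01% Triton X-100; cpd preinc 15 min RT, rxn 90 min RT; stop/detect with 200 uM XO + 300 uM Fe(II) in 50 mM H2SO4, 30 min; A573/A405.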
* hit, by the source's call; ? = inconclusive; . = not tested or not shown; [ ] = another dose, or the depositor's remark. Unless noted, the call rests on the fitted dose curve; in most records, active means well fitted curve in the direction sought with a large enough effect; inconclusive means small, poorly fitted or top-dose-only effect, or another doubt; inactive means no such curve, though single readings can be large; an effect the other way counts as inactive or inconclusive. Unless noted, on the % scale 0 is the no-effect control and ±100 the full control effect.

Molecule,PNC assembly inh,IMPase inh,12-hLO inh,ALOX15B inhib
CC(C)c1onc(C(=O)N2CCN(C(c3ccccc3)c3ccccc3)CC2)c1[N+](=O)[O-],37,.,-3%,.
Cc1ccc(-c2nc(N3CCOCC3)sc2C(=O)N2CCCCC2)cc1,24,2,-3%,.
O=C(NCc1ccco1)c1cccc(F)c1,5,1,-2%,-8%
O=C1CC(N2CCN(Cc3ccccc3)CC2)C(=O)N1c1ccc2c(c1)OCCO2 (stereo not given),?,16,10%,4%
Nc1cc(N2CCCCC2)c([N+](=O)[O-])cc1Cl,63,.,-10%,.
CC1Cc2ccccc2N1S(=O)(=O)c1cccc(C(=O)NCCCO)c1 (stereo not given),22,-4,-3%,1%
CCn1c(CNc2ccc(F)cc2)nnc1SCC(=O)Nc1ccc(OC)cc1,14,3,7%,.
COc1ccc(C(=O)NNS(=O)(=O)c2ccccc2)cc1,-24,.,-4%,.
O=C(OCc1nnc(-c2ccccc2)o1)c1ccco1,-6,11,-2%,-5%
Cc1nc(CC(=O)NNS(=O)(=O)c2ccc3ccccc3c2)cs1,-19,.,-3%,.
COc1cc(/C=N/NC(=S)Nc2cccc(C(=O)O)c2)cc(OC)c1OC,-27,17,-23%,.
Cn1c(C(C#N)C(=O)c2sc3ccccc3c2Cl)nc2ccccc21 (stereo not given),29,7,-10%,10%
O=C(O)C1C(C(=O)O)C(C(=O)O)C1C(=O)O (stereo not given),.,.,2%[11.4 µM],-3%[11.4 µM]
C[C@]12CC[C@@H]3c4ccc(O)cc4CC[C@H]3[C@@H]1C[C@@H](O)[C@@H]2O[C@@H]1O[C@H](C(=O)O)[C@@H](O)[C@H](O)[C@H]1O,30,.,0%,.
C/C(=N\NC(=O)c1nc2ccccn2c1C)c1ccc2c(c1)OCO2,56,.,-1%,.

Further compounds
Molecule,PNC assembly inh,IMPase inh,12-hLO inh,ALOX15B inhib
COc1cccc(C(=O)CSc2nnnn2C)c1,17,-3,-5%,-4%
O=C(CCCn1c(SCC(=O)c2ccc(F)cc2)nc2ccccc2c1=O)NCc1ccccc1,30,7,-3%,-10%
CCN(CC)S(=O)(=O)c1ccc(C)c(NC(=S)Nc2cccc(S(=O)(=O)N3CCCCCC3)c2)c1,?,.,?,.
COc1ccc2[nH]c(C)c(CCN3C(=O)C4C5C=CC(C5)C4C3=O)c2c1 (stereo not given),6,2,-4%,-7%
COc1ccc(O)c(/C=N/NC(=O)c2ccc(OCc3cccc(Br)c3)cc2)c1,-24,2,-1%,-10%
Cc1ccc2c(c1)-c1c(cnn1CC(=O)Nc1ccccc1N1CCN(C)CC1)CO2,?,6,6%,.
C/C=C/c1ccc(OC(C)=O)c(OC)c1,33,.,-3%,.
CCOc1ccc(C(=O)NC(=S)Nc2cc(C)ccn2)cc1[N+](=O)[O-],0,6,-3%,-11%
COc1ccc(NS(=O)(=O)c2cc(NC(=O)CCSc3ccccc3)ccc2OC)cc1,26,.,-2%,.
O=C(/C=C/c1ccco1)NC(=S)Nc1ccccc1N1CCOCC1,-109*,4,?,?
CCOc1ccc(CN(Cc2ccco2)S(=O)(=O)c2ccc(-n3cnnn3)c(OC)c2)cc1,8,4,2%,-11%
COc1cccc(-c2nn(C)c3sc(C(=O)Nc4ccc5c(c4)OCCO5)cc23)c1,?,?,-13%,-7%
NC(=O)c1cc[n+](CC2=C(C(=O)[O-])N3C(=O)[C@@H](NC(=O)Cc4cccs4)[C@@H]3SC2)cc1,.,-5[20.6 µM],-1%[25.6 µM],15%[25.6 µM]
COC(=O)C(OC(=O)c1ccc(OC)cc1)C(=O)OC,-100*,2,1%,.
COc1cc2c(cc1NC(=O)CSc1nnc(Cc3cccs3)n1C)oc1ccccc12,?,-3[1.84 µM],5%,-10%[11.4 µM]

Next part:
Molecule,PNC assembly inh,IMPase inh,12-hLO inh,ALOX15B inhib
Cc1noc(C)c1CN1C(=O)NC(Cc2ccccc2)(Cc2ccccc2)C1=O,-107*,9,1%,-8%
COc1ccc(/C=C/c2nc(C)c(-c3ccccc3)c(=O)[nH]2)cc1OC,?,3,4%,.
CCOC(=O)N1CCN(C(c2cccc(OC)c2)c2sc3nc(C)nn3c2O)CC1 (stereo not given),13,4,0%,-7%
Cc1nn(C)c(C(=O)Nc2cccc(CN3CCOCC3)c2)c1Br,2,.,1%,.
CCN1CCN(Cc2ccc(OCc3ccccc3)c(OC)c2)CC1,-5,7,1%,4%
Cc1noc(C)c1C(=O)N1CCC2(CCCN(Cc3ccc(C#N)cc3)C2)CC1,.,.,-3%,1%
CCCn1c(SC2C(=O)CC(C)(C)CC2=O)nc2c1c(=O)n(C)c(=O)n2C,?,6,-3%,19%
Cc1c(N/C=C/C(=O)c2ccc(Cl)cc2)c(=O)n(-c2ccccc2)n1C,26,10,-14%,-2%
CC(C)OP(=O)(OC(C)C)C1(O)C(=O)Nc2ccccc21 (stereo not given),102,4,3%,2%
CCOc1ccc(OCC)c(NC(=O)CCCN2C(=O)c3cccnc3C2=O)c1,?,-6,3%,4%
CS(=O)(=O)N(Cc1ccccc1)c1ccc(C(=O)NCCSCc2ccco2)cc1,?,-8,1%,.
CC(=O)OC[C@H]1O[C@H](C/C=N/O[C@@H](C)c2cn([C@H](CO)Cc3ccccc3)nn2)C=C[C@@H]1OC(C)=O,24,.,0%,.
CN1CCN(c2ccc(NC(=O)c3ccc4c(c3)[nH]c(=O)n4Cc3ccc(F)cc3)cc2)CC1,-12,.,3%,.
O=C(c1ccc(Cl)c(S(=O)(=O)N2CCCC2)c1)N1CCN(c2ccccn2)CC1,17,-1,-3%,-10%
CC1CC(C)CN(S(=O)(=O)c2ccccc2[N+](=O)[O-])C1 (stereo not given),6,.,-1%,.

Further structures follow:
Molecule,PNC assembly inh,IMPase inh,12-hLO inh,ALOX15B inhib
CNC(=O)C1=C(C)NC(=S)NC1c1cc2c(cc1OC)CCCC2 (stereo not given),?,.,-2%,.
COc1cc(-c2nc(-c3ccccc3)c(-c3cccs3)[nH]2)cc(OC)c1OC,?,0,-3%,3%
CCCCN(C)S(=O)(=O)c1ccc(C(=O)Nc2nnc(CSC)o2)cc1,9,-4,-22%,13%
C/C=C/c1ccc(OCCOc2cccc3cccnc23)c(OC)c1,9,.,5%,.
CC(C)Cn1cc(C(=O)N2CCN(c3ccccn3)CC2)c2c3ccccc3n(C)c2c1=O,25,4,-4%,-2%
O=C(Nc1ccc(F)c(F)c1)c1cccnc1,-9,1,4%,3%
CS(=O)(=O)n1nc(-c2ccccc2)nc1NCc1ccco1,-5,12,-13%,.
Cc1cc(C)c(C)c(OC(=O)c2sc(Cl)nc2C)c1,30,.,0%,.
COc1ccc(NC(=O)CCCCCN2C(=O)CCC2=O)cc1Cl,?,4,-7%,-10%
Cc1cc(=O)oc2cc(O)cc(O)c12,.,.,-4%,-9%
COc1ccc(NC(=O)c2ccc(OC(=S)N(C)c3ccc(OC)cc3)cc2)cc1,-22,4,1%,-13%
CCCC/C(=N\NC(=O)c1ccc(Br)o1)c1ccccc1,-114*,.,1%,.
COc1cc(C(=O)N(C)c2nnc(-c3cccnc3)s2)cc(OC)c1OC,-14,5,7%,0%
Cc1cc(NCCCO)n2c(nc3ccccc32)c1C#N,36,.,-2%,.
COC(=O)c1cccc(COC(=O)CNC(=O)c2ccco2)c1,?,-2,-2%,1%

Other entries follow:
Molecule,PNC assembly inh,IMPase inh,12-hLO inh,ALOX15B inhib
Cc1c(NC(=O)C2CCCN2S(=O)(=O)c2ccc(Cl)cc2)c(=O)n(-c2ccccc2)n1C (stereo not given),-20,5,6%,3%
O=C(Nc1ccc2oc(Cc3ccc(Cl)cc3)nc2c1)c1cccnc1,-28,7,-1%,15%
Cc1c(C(=O)N/N=C/c2cccs2)nc2ccccn12,12,7,2%,.
Cc1cc(C(=O)Nc2sc(C)c(-c3ccc(F)cc3)c2C(N)=O)no1,-29,-1,3%,1%
CN(C)/C=N/c1c(C(=O)NCc2ccccc2)nnn1Cc1ccccc1,17,11,-6%,11%
CCc1c(C(=O)NC2CCCCC2)[nH]c(C)c1C(C)=O,-25,4,3%,-6%
COc1cccc(C(=O)NCCN2CCN(c3ccc(Cl)cc3)CC2)c1,.,7,3%,37%[activator]
COc1cnc(-c2ccccc2)nc1Oc1cccc(C)c1,-6,6,-7%,22%
O=C(c1ccco1)N1CCN(c2nc(C(F)(F)F)nc3c2nnn3Cc2ccccc2)CC1,237,18,-10%,.
CC1(C)CC(=O)N(CC(=O)O)c2ccccc2S1,-27,?,-1%,-15%
O=C(Nc1ccccc1)C1=C(O)CC(c2ccc(Cl)cc2)N2CCN=C12 (stereo not given),?,.,-1%,.
CCN(CC)S(=O)(=O)c1cccc(C(=O)Nc2sc3c(c2C(N)=O)CCCC3)c1,22,3,7%,3%
COc1ccc(OC)c(C(=O)Cn2nnc3ccccc3c2=O)c1,-2,-7,-3%,-5%
C=CCOC(=O)C1=C(C)NC2(O)c3ccccc3C(=O)C12O (stereo not given),51,0,6%,-10%
Cc1c(C(=O)N2CCc3ccccc3C2)oc2ccc(S(=O)(=O)N3CCCCCC3)cc12,19,.,3%,.

Next section:
Molecule,PNC assembly inh,IMPase inh,12-hLO inh,ALOX15B inhib
CC1(C)Cc2c(oc3ncn4ncnc4c23)CO1,15,-3,1%,-3%
C/C(=N\NC(=O)c1cccc(Br)c1)c1cccc(NC(=O)c2ccc(C)o2)c1,-16,-1,-3%,8%
O=C(O)CCCC(=O)N(Cc1ccccc1)Cc1ccccc1,32,7,4%,3%
CC(C)Oc1ccc(C(=O)N2CCCc3ccccc32)cc1,22,2,2%,-4%
O=c1[nH]c(=S)[nH]nc1Cc1ccccc1,21,-6,-2%,-4%
Cc1cccc2nc(CSc3nc4ccccc4o3)cn12,-6,.,-5%,.
CN(C)C1C(=O)c2ccccc2C1=O,?,.,1%,.
NC(=O)c1ccccc1NC(=O)c1ccccc1F,-4,-8,6%,-3%
CCN(C(=O)COC(=O)CNC(=O)C12CC3CC(CC(C3)C1)C2)C1CCS(=O)(=O)C1 (stereo not given),?,.,1%,.
Cc1cccc(CSC2=CS(=O)(=O)c3ccccc3N2)c1,50,0,1%,-6%
CCOCCc1nnc(NC(=O)Cc2ccc(Br)cc2)s1,22,-4,8%,-4%
Cc1ccc(C(=O)N/N=C/c2ccc(S(=O)(=O)O)o2)c(Cl)c1,-20,13,-3%,8%
CCOC(=O)C(C)n1cnc2sc3c(c2c1=O)CCC3 (stereo not given),55,0,-8%,-1%
O=C(Nc1ccccc1)N1CCCC(c2nc(-c3cccs3)no2)C1 (stereo not given),12,12,1%,-3%

An excerpt, so the mix of outcomes need not match the whole.
